H1N1 NS1A inhibition: H1N1 influenza NS1A inhibitors, functional cell based assay (AID 504329) | NS1A functional cell-based assay, percent inhibition; higher % means a stronger effect | actives 0.3% (n = 340,000) | inhibition, % at 12.5 µM; hits with a dose series show IC50 in µM; in the data active = a potency from the dose series; inconclusive = inhibition above about 27% without an active follow-up result; note: strong numbers were not always called active
tuberculosis growth: growth inhibition of non-replicating M. tuberculosis (AID 488890). Mycobacterium tuberculosis non-replicating, growth inhibition; higher % means a stronger effect. inhibition, % at 25 µM, or IC50 in µM where a hit was titrated. actives 0.39% (n = 320,000); in the data active = a potency from the dose series; inconclusive = inhibition mostly from about 82% at the one dose, without a potency; inactive = the rest, 99 in 100 with inhibition below about 76%;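 note: plate controls were DMSO cells for no effect and high antibiotic wells for full effect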
VEEV TC-83 Vero: inhibitors of VEEV TC-83 cytopathic effect, confirmation, Vero cells (AID 588727); Vero cells, VEEV TC-83 cytopathic effect inhibition; higher % means a stronger effect; one-dose inhibition, % at 20 µM; IC50 in µM for titrated hits; actives 0.13% (n = 350,000); in the data active = a potency from the dose series; inconclusive = inhibition mostly from about 14% at the one dose, without a potency; inactive = the rest, 99 in 100 with inhibition below about 12%; note: strong numbers were not always called active
PhoP GFP inhibition: PhoP regulon inhibitors, Salmonella typhi PhoP promoter GFP reporter, confirmatory (AID 1850) | Salmonella Typhi PhoP-promoter GFP reporter, fluorescence, 4 h; higher % means a stronger effect | inhibition, % at 50 µM, or IC50 in µM where a hit was titrated | actives 0.33% (n = 310,000); in the data active = a potency from the dose series; inconclusive = inhibition mostly from about 25% at the one dose, without a potency; inactive = the rest, 99 in 100 with inhibition below about 19%;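 note: 0% = induced wells with vehicle and 100% = uninduced wells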
M. tuberculosis HTS: M. tuberculosis growth inhibition, HTS (AID 449762). inhibition, % at 25 µM, or IC50 in µM where a hit was titrated. M. tuberculosis H37Rv growth inhibition, 7H9 media; higher % means a stronger effect. actives 0.59% (n = 330,000); in the data active = a potency from the dose series; inconclusive = inhibition above about 70% without an active follow-up result;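 note: bacterial growth assessed after seven days of incubation; strong numbers were not always called active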
Active calls of the source: *; i = inactive; ? = inconclusive; / = not tested or not shown.

(1) COc1ccccc1N=c1oc2c(OC)cccc2cc1C(=O)NCc1ccco1
(2) CC(NC(=S)NC1CCCCC1)c1ccccc1 (configuration not stated)
(3) COc1ccc(-c2cc(C)no2)cc1S(=O)(=O)N1CCN(c2cccc(C)c2)C(C)C1 (configuration not stated)
(4) C/C=C(/C)C(=O)Nc1cccc(C2=NOC3(C2)C[C@@H](C(N)=O)N(C(=O)c2ccc(OC)cc2)C3)c1 (some centres not stated)
(5) Cc1cccc(CN2CCN(C(=O)Cc3ccccc3)CC2)c1
(6) O=C(CSc1nnc(NC(=O)c2ccccc2F)s1)Nc1ccccc1F
(7) Cc1ccc(CN2C(=O)c3ccccc3Sc3ccc(C(=O)NCCCN4CCOCC4)cc32)cc1
(8) Clc1ccccc1Nc1nnc(-c2ccncc2)s1
(9) O=C(CC1SC(N2CCCCC2)=NC1=O)Nc1ccc(C(=O)O)cc1 (configuration not stated)
(10) CC1(C(=O)N2CCN(Cc3ccccc3Cl)CC2)CC1(Cl)Cl (configuration not stated)

entry no.,1,2,3,4,5,6,7,8,9,10
H1N1 NS1A inhibition,-4%,1%,2%,-9%,-6%,9%,11%,4%,-10%,1%
tuberculosis growth,10%,15%,10%,3%,-11%,?,19%,77%,-3%,-2%
VEEV TC-83 Vero,1.2%,i,i,0.3%,0.3%,0.3%,5.3%,3.5%,3.7%,1.8%
PhoP GFP inhibition,-3%,-8%,-9%,2%,-3%,-11%,-14%,-6%,/,1%
M. tuberculosis HTS,-5%,0%,0%,-7%,-6%,?,0%,3%,-4%,0%

(11) O=C(C1=C[C@H](C2CC2)C[C@H](OCCCCO)O1)N1CCN(Cc2ccc3c(c2)OCO3)CC1
(12) N#Cc1cccc(NC(=O)c2cncn2-c2ccccc2)c1
(13) c1ccc(-c2noc(COc3ccc4c(c3)OCO4)n2)cc1
(14) Cn1cc(Cl)c(/C(N)=N/OC(=O)c2ccccc2C(F)(F)F)n1
(15) COC(=O)CC1C(=O)NCCN1C(=O)c1cc(OC)c(OC)cc1OC (configuration not stated)
(16) CC(C)(O)P(C)(=O)c1ccccc1 (configuration not stated)
(17) COc1ccc(NC(=O)CSc2nnc(C3CCCCC3)o2)c(OC)c1
(18) CCOC(=O)c1[nH]c2ccc(OC)cc2c1NC(=S)N1CCN(c2ccccc2OC)CC1
(19) Cc1cc(C)n(-c2nc(N(c3ccccc3)c3ccccc3)nc(-n3nc(C)cc3C)n2)n1
(20) CC(OC(=O)c1cccn1C)C(=O)Nc1ccc2c(c1)OCO2 (configuration not stated)

entry no.,11,12,13,14,15,16,17,18,19,20
H1N1 NS1A inhibition,12%,8%,-11%,21%,-21%,9%,11%,7%,-5%,4%
tuberculosis growth,7%,-17%,-7%,13%,-13%,-18%,44%,46%,77%,1%
VEEV TC-83 Vero,i,3.1%,i,1.9%,0.5%,1.2%,1.2%,7.7%,25%,i
PhoP GFP inhibition,8%,-9%,-4%,-11%,12%,5%,-7%,9%,-2%,2%
M. tuberculosis HTS,-1%,11%,1%,-18%,-1%,-2%,-5%,2%,48%,7%

(21) Cc1cc(F)ccc1S(=O)(=O)Nc1ccccc1C(=O)N1CCCC1
(22) CCOc1ccccc1N(CC(=O)N1CCc2ccccc2C1)S(C)(=O)=O
(23) Cn1c(Cn2c(=O)sc3ccccc32)nnc1SCc1ccc(F)cc1
(24) CC(=O)c1ccc(Nc2cc(C)nc3ncnn23)cc1
(25) O=C(c1ccncc1)N1CCN(S(=O)(=O)c2ccc3ccccc3c2)CC1
(26) COc1ccc(CN(C(=O)c2oc3ccccc3c2C)C2CCS(=O)(=O)C2)cc1 (configuration not stated)
(27) Cc1ccc(CN2CCN(Cc3cccc4c3OCO4)CC2CCO)cc1 (configuration not stated)
(28) CCOc1ccc(/C=N/Nc2ccccn2)cc1
(29) Fc1ccc(Cn2nnnc2CN2CCc3ccccc3C2)cc1
(30) O=C(Nc1ccc(C(F)(F)F)cc1)c1cccn(Cc2ccc3c(c2)OC(F)(F)O3)c1=O

entry no.,21,22,23,24,25,26,27,28,29,30
H1N1 NS1A inhibition,-7%,-3%,2%,-2%,-23%,-3%,-4%,-7%,-10%,-1%
tuberculosis growth,7%,10%,11%,-8%,18%,19%,14%,19%,15%,?
VEEV TC-83 Vero,7.9%,2.9%,i,1.1%,0.5%,5.5%,1.5%,2.2%,1.3%,i
PhoP GFP inhibition,/,6%,14%,-5%,-6%,-4%,2%,-9%,5%,18%
M. tuberculosis HTS,7%,1%,-3%,5%,-17%,6%,0%,6%,-1%,-6%

2 of the compounds above, as labelled records:
24	CC(=O)c1ccc(Nc2cc(C)nc3ncnn23)cc1
  H1N1 NS1A inhibition: -2%
  tuberculosis growth: -8%
  VEEV TC-83 Vero: 1.1%
  PhoP GFP inhibition: -5%
  M. tuberculosis HTS: 5%
23	Cn1c(Cn2c(=O)sc3ccccc32)nnc1SCc1ccc(F)cc1
  H1N1 NS1A inhibition: 2%
  tuberculosis growth: 11%
  VEEV TC-83 Vero: i
  PhoP GFP inhibition: 14%
  M. tuberculosis HTS: -3%

Remaining list, next part
(31) O=C(OCCSCCOC(=O)C1CC=CCC1)C1CC=CCC1 (configuration not stated)
(32) COC(=O)C1=C(C)NC(=O)/C1=C\c1cc(C)n(-c2ccccc2C)c1C
(33) O=C(NCc1ccccc1)C12CC3CC(CC(C3)C1)C2
(34) CCCCC1C(=O)NN(c2ccccc2)C1=O (configuration not stated)
(35) CC(=O)N(c1ccc2oc(=O)sc2c1)S(=O)(=O)c1cccs1
(36) COc1cc(C(=O)Nc2c(C)cc(C)cc2C)c(Br)c(OC)c1OC
(37) CCOc1cc(C(=O)N/N=C/C(Br)=C/c2ccccc2)cc(OCC)c1OCC
(38) COc1ccc(-n2c(/C=C/c3ccc(O)c(OC)c3)nc3ccccc3c2=O)cc1
(39) CCNS(=O)(=O)c1ccc(CCC(=O)N2CCN(c3cccc(Cl)c3)CC2)cc1
(40) CCOc1ccc(CNC(=O)c2ccc(Sc3ccc(Cl)cc3)c(NC(C)=O)c2)cc1

entry no.,31,32,33,34,35,36,37,38,39,40
H1N1 NS1A inhibition,-8%,18%,-25%,0%,6%,8%,-5%,-6%,-7%,6%
tuberculosis growth,/,29%,53%,/,36%,29%,-17%,28%,23%,29%
VEEV TC-83 Vero,i,0.8%,i,1.0%,1.4%,0.2%,10%,14%,7.6%,i
PhoP GFP inhibition,/,4%,8%,/,-12%,1%,-3%,-4%,-7%,-7%
M. tuberculosis HTS,/,-1%,-4%,/,1%,?,-12%,?,9%,-3%

(41) COc1ccc(OC(=O)N2CCOCC2)cc1
(42) COc1cc2c(cc1NC(=O)C(c1ccccc1)c1ccccc1)CCCC2
(43) COc1ccc(Oc2ccc(C(F)(F)F)cc2NC(=O)c2ccc(C)cc2)cc1
(44) CC(=O)Oc1ccc2occ(C(=O)c3cccs3)c2c1
(45) COc1ccc(CCNC(=O)C2CCCN(c3nc4ccccc4s3)C2)cc1OC (configuration not stated)
(46) CS(=O)(=O)c1ccc(NCCN2CCOCC2)c([N+](=O)[O-])c1
(47) CC1(C)OC(=O)C(=CNn2cnc3ccccc3c2=O)C(=O)O1
(48) COc1cc(OC)cc(C(=O)NNC(=O)CCC(=O)c2cc(C)sc2C)c1
(49) O=C(CN(Cc1ccccc1)S(=O)(=O)c1ccccc1)N/N=C/c1ccccc1C(=O)O
(50) Cc1sc(NC(=O)COc2ccccc2)c(C#N)c1-c1ccccc1

entry no.,41,42,43,44,45,46,47,48,49,50
H1N1 NS1A inhibition,-26%,4%,/,3%,-4%,-4%,-3%,-5%,-5%,32%
tuberculosis growth,-9%,-4%,14%,39%,3%,-5%,-12%,6%,-6%,-6%
VEEV TC-83 Vero,0.1%,3.5%,0.5%,1.9%,4.3%,0.7%,i,1.3%,2.1%,0.1%
PhoP GFP inhibition,-5%,6%,-6%,-4%,-18%,9%,4%,/,4%,-6%
M. tuberculosis HTS,1%,-4%,10%,93%,6%,4%,-5%,-2%,1%,3%

Seven compounds from above, ordered by count of non-hydrogen atoms, lowest first.
(2) CC(NC(=S)NC1CCCCC1)c1ccccc1 (configuration not stated)
(24) CC(=O)c1ccc(Nc2cc(C)nc3ncnn23)cc1
(46) CS(=O)(=O)c1ccc(NCCN2CCOCC2)c([N+](=O)[O-])c1
(9) O=C(CC1SC(N2CCCCC2)=NC1=O)Nc1ccc(C(=O)O)cc1 (configuration not stated)
(17) COc1ccc(NC(=O)CSc2nnc(C3CCCCC3)o2)c(OC)c1
(1) COc1ccccc1N=c1oc2c(OC)cccc2cc1C(=O)NCc1ccco1
(19) Cc1cc(C)n(-c2nc(N(c3ccccc3)c3ccccc3)nc(-n3nc(C)cc3C)n2)n1

entry no.,2,24,46,9,17,1,19
H1N1 NS1A inhibition,1%,-2%,-4%,-10%,11%,-4%,-5%
tuberculosis growth,15%,-8%,-5%,-3%,44%,10%,77%
VEEV TC-83 Vero,i,1.1%,0.7%,3.7%,1.2%,1.2%,25%
PhoP GFP inhibition,-8%,-5%,9%,/,-7%,-3%,-2%
M. tuberculosis HTS,0%,5%,4%,-4%,-5%,-5%,48%

(next part)
(51) CCN1c2ccccc2N(C)C1(C)c1ccccc1 (configuration not stated)
(52) CN(C(=O)c1cccc(NC(=O)Cc2ccc(NC(=O)C3CCN(C(=O)C4CCCC4)CC3)cc2)c1)C1CCC1
(53) Cc1cc(NC(=O)CCC(=O)N(Cc2ccco2)C(C(=O)NC2CCCCC2)c2cccs2)no1 (configuration not stated)
(54) CC(O/N=C\c1ccccc1O)C(=O)Nc1ccccc1C(=O)N1CCOCC1 (configuration not stated)
(55) CC1CN(C(=O)c2ccc(COc3ccccc3Br)o2)CC(C)O1 (configuration not stated)
(56) COc1ccc(S(=O)(=O)N2CCOCC2)cc1NC(=O)CSc1ccccc1
(57) c1cc2c3c(cccc3c1)C(N1CCOCC1)=N2
(58) COc1ccc(NC(=O)C2CCCN2S(=O)(=O)c2ccc(F)cc2)cc1 (configuration not stated)
(59) CCc1ccc(NC(=O)C(C)OC(=O)/C=C/c2cccc([N+](=O)[O-])c2)cc1 (configuration not stated)
(60) CCNC(=O)/C(=C\C=C\c1ccccc1)NC(=O)c1ccc(Br)o1

entry no.,51,52,53,54,55,56,57,58,59,60
H1N1 NS1A inhibition,?,0%,10%,-8%,-4%,-6%,/,8%,2%,-5%
tuberculosis growth,?,/,16%,12%,35%,-7%,22%,-2%,-1%,-10%
VEEV TC-83 Vero,i,1.8%,1.4%,0.9%,i,2.8%,1.4%,0.6%,i,1.3%
PhoP GFP inhibition,4%,/,-24%,-7%,-3%,-3%,1%,-12%,6%,13%
M. tuberculosis HTS,6µM*,/,7%,1%,2%,-23%,-4%,-8%,6%,-1%

(61) CCC(Sc1nc2ncccc2[nH]1)C(=O)NC1CCCC1 (configuration not stated)
(62) COc1cc2cnc(-c3ccccc3F)cc2cc1OC
(63) CCCCCCCCCCS(=O)(=O)N/N=C/c1ccccc1OC
(64) OC1(c2ccc(F)cc2)CC2CCC(C1)N2Cc1nnnn1C1CCCCC1 (configuration not stated)
(65) CCOC(=O)NC(NC(=S)Nc1ccc(OC)cc1)C(Cl)(Cl)Cl (configuration not stated)
(66) CCOc1cc2[nH]c(=O)n(CC3CCC(C(=O)NCCC(C)C)CC3)c(=O)c2cc1OCC (configuration not stated)

entry no.,61,62,63,64,65,66
H1N1 NS1A inhibition,-7%,12%,-4%,8%,9%,9%
tuberculosis growth,/,39%,?,11%,-5%,/
VEEV TC-83 Vero,i,5.8%,0.3%,1.1%,i,2.8%
PhoP GFP inhibition,16%,/,-5%,4%,-9%,/
M. tuberculosis HTS,1%,24%,0%,-7%,-5%,/
